# Screens from PubChem.
# KLK7 zymogen act: proKLK7 (human) activation, primary screen; P49862; purified proKLK7, EDANS-DABCYL substrate fluorescence; 100% is mature enzyme control, 0% vehicle; activation, % at 7 µM; actives 0.9% (n = 370,000);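 active means activation above the mean of all tested compounds plus 3 SD, computed per campaign excluding outliers beyond control limits, cut at about 13% in these data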
# Target sequence (P49862 whole entry, looked up): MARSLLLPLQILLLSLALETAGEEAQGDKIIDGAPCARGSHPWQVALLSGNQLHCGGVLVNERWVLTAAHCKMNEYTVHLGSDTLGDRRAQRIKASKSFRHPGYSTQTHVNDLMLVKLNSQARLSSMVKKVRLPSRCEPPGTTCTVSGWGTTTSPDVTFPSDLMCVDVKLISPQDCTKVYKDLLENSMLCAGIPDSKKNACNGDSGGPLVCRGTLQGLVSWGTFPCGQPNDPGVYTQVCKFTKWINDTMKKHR
# ADAM10 inh: ADAM10 inhibition, QFRET primary screen | O14672 | recombinant ADAM10, EDANS/DABCYL FRET peptide cleavage, 3 h | inhibition, % at 7 µM | actives 0.62% (n = 370,000);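 active means inhibition above a per-campaign cutoff equal to the mean of compounds falling between control-based bounds plus 3 SD, cut at about 20% in these data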;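 further: 0% = DMSO wells while the 100% control is not disclosed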
# Tn6 DDE FP: inhibitors of Tn6 peptide binding to human fibrin DD(E); P02675; Fibrin DD(E) TRITC-Tn6 fluorescence polarization displacement; inhibition, % at 8.3 µM; actives 0.21% (n = 370,000); AID 720509;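 active means inhibition above a per-campaign cutoff: mean of compounds within control limits plus 3 SD, cut at about 15% in these data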;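 further: 0% = median of all compound wells on the plate and 100% = blocking peptide control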
# Target sequence (P02675 whole entry, looked up): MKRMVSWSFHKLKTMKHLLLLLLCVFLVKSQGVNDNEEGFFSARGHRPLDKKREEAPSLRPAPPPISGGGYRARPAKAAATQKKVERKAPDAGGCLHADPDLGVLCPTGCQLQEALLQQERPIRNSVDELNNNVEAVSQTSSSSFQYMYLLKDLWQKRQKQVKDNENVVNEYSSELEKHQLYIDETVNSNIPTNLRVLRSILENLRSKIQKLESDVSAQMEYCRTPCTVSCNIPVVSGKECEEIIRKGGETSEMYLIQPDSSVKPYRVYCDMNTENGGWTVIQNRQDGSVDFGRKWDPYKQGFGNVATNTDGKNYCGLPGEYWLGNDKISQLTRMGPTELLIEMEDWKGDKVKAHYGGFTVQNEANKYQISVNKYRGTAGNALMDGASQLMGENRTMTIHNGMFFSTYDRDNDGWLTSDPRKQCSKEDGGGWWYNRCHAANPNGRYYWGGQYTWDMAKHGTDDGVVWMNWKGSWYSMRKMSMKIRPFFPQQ
# ARFGAP1 inhibitor: rat ARFGAP1 inhibition; Q62848; Arfgap1-stimulated ARF1 GTP hydrolysis, GDP FP detection; inhibition, % at 16.5 µM; actives 0.26% (n = 360,000); AID 651572;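 active means inhibition above a per-plate limit, mean inhibition of low control wells plus 3 SD, cut at about 25% in these data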;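 further: 0% = DMSO wells with enzyme and 100% = wells lacking Arfgap1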
# Target sequence (Q62848 1-136 limits assumed): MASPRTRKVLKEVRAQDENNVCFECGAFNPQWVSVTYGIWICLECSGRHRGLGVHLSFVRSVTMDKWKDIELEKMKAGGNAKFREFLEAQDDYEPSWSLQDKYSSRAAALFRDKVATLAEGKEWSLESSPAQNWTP
#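 Material: rat Arfgap1 catalytic domain, aa 1-136; also added: human ARF1(Δ1-17)-GTP substrate; compound dosing: one concentration, 16.5 µM, DMSO 1.26%; incubation: GTP hydrolysis reaction 2 h at 25 °C; measured by: Tracer-displacement fluorescence polarization with EDTA stop, 620/688 nm; evaluation: % inhibition from polarization; repeats: one replicate per compound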
# ASAP1 inh: blocks human ASAP1-stimulated Arf1 GTP hydrolysis; Q9ULH1; inhibition, % at 16.5 µM; actives 0.19% (n = 360,000); GDP FP detection; in the data active means inhibition above about 25%;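 further: 0% = vehicle with enzyme and substrate and 100% = no enzyme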
# NPR2 activator: GC-B (human) receptor activation | P20594 | HEK293-GC-B cells, CNP EC30, cGMP TR-FRET; 0% at EC30 CNP, 100% saturating CNP | activation, % at 10 µM | actives 0.11% (n = 370,000);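 active means activation at 10 µM reaching about 35% in either raw or pattern-adjusted values, limit read from the data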
# GAA850 FXN act: activators of GAA850 frataxin (FXN) promoter | HEK293 lucGAA850 FXN promoter luciferase reporter, 24 h; percent of 10 µM SAHA response | activation, % at 6 µM | actives 0.56% (n = 360,000);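 active means activation above the average of all compounds screened plus 3 SD, cutoff fixed separately per campaign, cut at about 7.5% in these data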;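 further: 0% = DMSO wells and 100% = 10 µM SAHA wells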
# HGIII-sPLA2 inh: Blocks human group III sPLA2 activity; Q9NZ20; QFRET BODIPY PC-A2 liposome hydrolysis, fluorescence; inhibition, % at 12.2 µM; actives 0.56% (n = 370,000);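 active means inhibition above mean plus 3 SD of compounds lying within the high and low control bounds, cut at about 19% in these data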;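 further: 0% = median of test compound wells and 100% = no enzyme DMSO wells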
# GC-A act: GC-A (human) enzyme activation; HEK293 GC-A cells, cGMP TR-FRET, EC30 ANP; 0% at EC30 ANP, 100% saturating ANP; P16066; AID 1671463; actives 0.14% (n = 370,000); activation, % at 10 µM; in the data active means activation above about 40%
# rCAG RNA binder: r(CAG) repeat RNA binding; AID 651821; actives 1.3% (n = 370,000); TO-PRO-1 dye displacement fluorescence; inhibition, % at 3 µM;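 active means inhibition above the plate cutoff, the mean of all test compounds on that plate plus 3 SD, cut at about 35% in these data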;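 further: 0% = DMSO alone and 100% = 100 µM mitoxantrone as full dye displacement; higher means more dye released from RNA so lower well fluorescence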
# Active calls of the source: *; i = inactive; . = no result given.
SMILES,KLK7 zymogen act,ADAM10 inh,Tn6 DDE FP,ARFGAP1 inhibitor,ASAP1 inh,NPR2 activator,GAA850 FXN act,HGIII-sPLA2 inh,GC-A act,rCAG RNA binder
CC(C)(C)c1ccc(C(=O)COC(=O)CN2C(=O)NC3(CCCC3)C2=O)cc1,-0.2,-11.2,-2.1,3.2,-8.0,-2.1,-0.3,2.9,-0.8,-8.6
CC(C)N=c1cc2n(-c3ccc(Cl)cc3)c3ccccc3nc-2cc1Nc1ccc(Cl)cc1,1.4,-26.9,6.3,8.1,-0.8,-9.4,1.3,15.0,-8.8,10.0
COc1ccc(N2CCN(CCCn3ccc(NC(=O)OCc4ccccc4)nc3=O)CC2)cc1,0.1,-15.1,2.5,6.5,9.5,-6.2,1.4,7.8,-1.2,3.2
CC(=O)OC(C(=O)NC1CCCCC1)c1ccncc1 (stereo not given),-0.1,-2.1,7.3,9.7,-9.0,-0.5,0.6,-1.5,0.4,1.2
COc1ccc(NC(=O)C2(C)Cc3c(-c4ccc(NC(C)=O)cc4)ccnc3O2)cc1OC (stereo not given),0.7,1.7,-10.7,18.8,7.5,-2.2,-0.1,-4.0,-2.1,0.1
COc1ccccc1-c1noc(CCCC(=O)NC2CCCCC2)n1,-0.7,5.6,1.0,5.0,15.3,-0.7,-0.9,7.9,-3.7,-5.7
CC(C(=O)Nc1cccnc1)n1cc([N+](=O)[O-])cn1 (stereo not given),0.1,-11.9,-1.6,5.1,-9.0,4.5,-0.6,1.1,2.8,0.8
Cc1ccc(-c2[nH]c(=S)[nH]c(=O)c2C#N)cc1,-0.8,11.0,0.9,-5.4,-3.6,4.2,0.9,9.3,-0.8,6.4
CCn1c(SCC(=O)Nc2cccc(NC(C)=O)c2)nc2c([nH]c3ccccc32)c1=O,-0.7,-11.7,-2.4,-2.9,-5.1,-1.4,0.1,-0.5,1.4,6.7
Cc1ccccc1NC(=O)CSC(=O)c1ccccc1,0.7,-3.2,6.3,-9.1,-6.6,4.3,1.4,-6.6,3.9,5.7
O=C(CCC1CCN(Cc2nccs2)CC1)Nc1ccccc1,-0.4,-3.5,0.6,-8.2,4.0,3.3,0.4,-10.8,2.9,3.9
CNC(=O)c1snnc1-c1ccccc1,0.5,4.5,-1.1,2.7,-3.2,-1.6,-0.2,9.4,-0.9,-1.8
COc1ccccc1CNC(=O)C(NS(=O)(=O)c1ccc2c(c1)OCCO2)C(C)C (stereo not given),0.0,1.8,1.3,2.5,-4.7,1.6,1.7,0.0,2.0,1.3
CN(C)C(=O)CN1c2cccc3cccc(c23)S1(=O)=O,7.2,-206.5,1.5,-11.2,5.0,-1.9,-0.1,-2.4,2.3,-0.6
Cc1cccc2cc(CN(CC3CCCO3)C(=O)c3ccncc3)c(=O)[nH]c12 (stereo not given),-0.4,-20.4,4.5,-9.0,2.2,-0.7,0.4,1.3,0.4,-2.5
CCOc1ccccc1NC(=S)NC(=O)C1CCCCC1,-0.2,11.8,-2.5,-6.2,4.0,-6.9,1.7,4.1,6.3,-6.1
Cc1cc(C(=O)N/N=C/C=C/c2ccc3c(c2)OCO3)n[nH]1,-2.6,-127.9,-1.6,2.9,-14.9,-5.4,-0.6,0.3,-3.3,1.0
Cc1cc(C)c(OCC(=O)OCCNC(=O)c2cccnc2)c(C)c1,-1.1,0.9,6.9,-8.2,-1.1,4.0,-3.1,1.6,1.8,-3.6
COc1cc(NC(=O)c2ccco2)c(OC)cc1NC(=O)c1cc(OC)c(OC)c(OC)c1,-60.2,-4.6,5.8,-10.9,-4.2,9.1,-4.5,-8.6,6.4,-0.8
C=CCN1C(=O)C(CC(=O)Nc2ccc(OC)cc2)N(Cc2ccco2)C1=S (stereo not given),1.2,4.2,-4.6,-5.3,0.3,1.8,4.0,-29.6,2.6,13.9
O=C(NCc1ccccc1)c1onc(CS(=O)(=O)c2ccc(Cl)cc2)c1C(=O)NCc1ccccc1,0.8,4.4,3.6,4.2,0.3,-14.3,-1.5,-3.1,-7.7,0.0
COc1cc(OC)c(N(C)S(=O)(=O)c2cccc(C(=O)NC3=NCCS3)c2)cc1Cl,0.7,2.0,-0.6,-2.6,-6.5,-3.3,-2.6,-12.0,-8.0,4.3
CC1(C)CC(=O)N(CC(=O)NC2CCCC2)c2ccccc2S1(=O)=O,-0.1,-3.2,-5.5,5.5,-4.1,-1.1,0.2,3.0,-3.1,-0.1
COC(=O)c1cc(C(c2ccccc2O)C2CCCO2)n2cccc(C(C)(C)C)c12 (stereo not given),-8.9,-260.7,1.3,.,.,-22.8,.,2.2,-29.5,6.8
CC(c1ccccc1)N1CCn2c(nc3cc(NC(=O)NC4CCCCC4)ccc32)C1 (stereo not given),-24.9,i,3.8,-6.1,-7.5,1.7,0.4,-2.0,1.0,6.7

# Following part.
SMILES,KLK7 zymogen act,ADAM10 inh,Tn6 DDE FP,ARFGAP1 inhibitor,ASAP1 inh,NPR2 activator,GAA850 FXN act,HGIII-sPLA2 inh,GC-A act,rCAG RNA binder
CC(=O)N(c1ccc(Cl)cc1)c1cn(C(C)=O)c2ccccc12,0.1,0.8,-3.3,-3.2,2.6,-1.4,2.7,-9.1,-6.5,-7.8
CCN(CC)c1ccc(NC(=O)COc2ccc(N(C)S(=O)(=O)c3cccs3)cc2)cc1,-0.3,4.1,-3.6,-0.4,0.8,8.6,-0.1,2.2,-5.9,2.1
S=C(NCCc1ccccc1)N1CCN(Cc2ccccc2)CC1,0.0,-9.5,2.8,0.2,-4.1,-2.6,2.3,7.2,1.2,-5.2
O=C(CSc1ccc([N+](=O)[O-])cn1)Nc1cc(C(F)(F)F)ccc1N1CCOCC1,0.8,0.8,0.0,-9.4,-11.3,0.2,1.5,-0.1,-6.7,-2.4
COc1ccc(C(=O)C[C@@H]2OC[C@H](Cc3ccccc3)N2S(=O)(=O)c2ccc(C)cc2)cc1OC,0.5,-7.0,1.7,18.8,0.2,0.2,.,1.2,6.9,7.5
O=C(CN(c1ccc2c(c1)OCCO2)S(=O)(=O)c1ccccc1)NCc1ccco1,0.9,-1.5,2.8,-9.9,-6.1,-2.0,-1.9,-4.3,-3.1,-5.8
CC(=O)Oc1ccc2oc(C)c(C(=O)N3CCOCC3)c2c1,1.0,1.6,6.1,7.2,-11.4,3.6,1.9,4.2,1.2,1.0
Cc1ccc(C(=O)c2cn[nH]c2-c2cc(Cl)ccc2O)cc1,0.4,1.7,-3.2,9.9,7.9,-0.3,1.7,-78.4,-7.6,2.7
Cc1ccc(C(=O)CNc2ccccc2)cc1,-0.6,0.1,-15.6,6.0,-0.8,0.6,0.6,2.0,4.7,-2.4
CCCCC[C@@H]1C=C(C(=O)O)[C@H](c2ccc(C)cc2)N1S(=O)(=O)c1ccc(C)cc1,-0.3,6.4,1.5,-9.2,-14.2,-0.8,1.5,-32.2,3.3,73.7*
CC1(C(=O)OCC(=O)c2c[nH]c3ccccc23)CC1(Cl)Cl (stereo not given),0.4,5.6,-10.5,6.1,3.9,0.3,4.7,-8.2,2.7,3.7
COc1ccc(-c2noc(CCC(=O)N3CCN(c4ccc(F)cc4)CC3)n2)cc1,0.6,-7.4,2.7,-2.0,0.6,-10.8,2.7,10.1,-2.1,0.3
Cc1c(CC(=O)N[C@@H](CCCNC(N)=O)C(=O)O)c(=O)oc2cc3oc4c(c3cc12)CCCC4,-18.0,-402.3,5.9,-5.4,-9.2,1.0,2.7,-3.0,0.9,22.1
O=C(c1ccccn1)N1N=C2/C(=C/c3ccc(F)cc3)CCCC2C1c1ccc(F)cc1 (stereo not given),0.3,4.3,2.7,4.0,3.7,1.1,0.1,-6.2,-2.1,-1.9
CCOc1ccccc1NC(=O)C(OC(=O)c1cnc(C)cn1)c1ccccc1 (stereo not given),0.0,-7.3,1.9,-1.5,-9.1,18.3,-1.4,-0.2,8.0,1.2
N#CC1=C2SCC(O)(c3ccccc3)N2C(=O)CC1c1ccccc1 (stereo not given),0.9,1.5,-1.6,-9.6,-7.7,-5.8,-4.8,-9.5,2.8,2.9
COc1ccccc1N1CCN(c2cc(=O)n(-c3ccccc3Cl)c(=O)[nH]2)CC1,-0.7,-1.1,-1.4,-8.1,-8.0,2.2,-0.3,-1.4,-0.2,-3.1
Cc1c([N+](=O)[O-])c(N)nn1C,0.3,-4.7,-9.8,-3.1,-5.9,-0.8,0.0,-0.4,0.3,-1.6
C(=N\c1nc2ccccc2n1CCN1CCCCC1)/c1ccc2c(c1)OCO2,-0.3,0.9,-6.7,5.1,3.6,-6.8,1.9,8.4,0.7,1.0
CC(=O)Nc1ccc(-c2ccnc3c2CC(C(=O)NCc2ccco2)O3)cc1 (stereo not given),0.6,-5.5,4.8,3.9,-1.2,-10.6,-2.1,1.6,1.9,0.7
O=c1ccn(-c2ccccc2)[nH]1,0.6,3.3,-6.0,2.7,8.7,-2.2,-0.9,0.0,2.3,0.2
O=C(Cc1ccccc1)NCC(=O)N1CCc2ccccc2C1,-0.2,3.1,0.4,6.4,1.8,2.1,1.4,1.6,0.8,0.5
Cc1cc(NC(=O)C(C)SCC(=O)O)no1 (stereo not given),-0.2,-0.8,2.5,3.6,9.2,3.6,0.6,0.1,0.4,-1.4
CCC(=O)N1N=C2CC(C)(C)OCC2C1c1ccccc1 (stereo not given),0.3,0.1,1.6,12.4,-3.1,-2.1,1.6,-1.8,0.0,-2.5
COc1ccc(-c2nc3c4ccccc4ccn3c2CN2CCCCC2)cc1OC,0.3,-20.3,5.5,-6.2,-8.2,3.1,1.7,-6.9,1.7,-6.6
Cc1sc2ncn(CC(=O)NCCCC(=O)N3CCC(C)CC3)c(=O)c2c1C,0.8,5.3,-2.6,4.3,-8.0,3.5,-2.0,1.4,-0.7,1.2
CCc1ccccc1NC(=O)CCc1nc(-c2cccs2)no1,0.3,-0.3,-7.1,-1.2,-10.3,0.4,1.3,-5.3,1.2,-1.6
CCCCN(C(=S)Nc1ccc(F)cc1)c1c(N)n(CCC)c(=O)[nH]c1=O,-0.1,-9.3,-3.7,3.7,-5.7,4.2,-1.1,6.3,2.1,-1.1
CCOC(=O)C1(CCOc2ccccc2)CCN(CC=C(C)C)CC1,0.2,-17.1,-8.0,-7.3,2.8,2.3,0.1,8.4,1.5,-8.3

# A second format for some results above:
SMILES | KLK7 zymogen act | ADAM10 inh | Tn6 DDE FP | ARFGAP1 inhibitor | ASAP1 inh | NPR2 activator | GAA850 FXN act | HGIII-sPLA2 inh | GC-A act | rCAG RNA binder
Cc1c(CC(=O)N[C@@H](CCCNC(N)=O)C(=O)O)c(=O)oc2cc3oc4c(c3cc12)CCCC4 | -18.0 | -402.3 | 5.9 | -5.4 | -9.2 | 1.0 | 2.7 | -3.0 | 0.9 | 22.1
CCc1ccccc1NC(=O)CCc1nc(-c2cccs2)no1 | 0.3 | -0.3 | -7.1 | -1.2 | -10.3 | 0.4 | 1.3 | -5.3 | 1.2 | -1.6
CCOC(=O)C1(CCOc2ccccc2)CCN(CC=C(C)C)CC1 | 0.2 | -17.1 | -8.0 | -7.3 | 2.8 | 2.3 | 0.1 | 8.4 | 1.5 | -8.3
O=C(c1ccccn1)N1N=C2/C(=C/c3ccc(F)cc3)CCCC2C1c1ccc(F)cc1 (stereo not given) | 0.3 | 4.3 | 2.7 | 4.0 | 3.7 | 1.1 | 0.1 | -6.2 | -2.1 | -1.9
Cc1cc(NC(=O)C(C)SCC(=O)O)no1 (stereo not given) | -0.2 | -0.8 | 2.5 | 3.6 | 9.2 | 3.6 | 0.6 | 0.1 | 0.4 | -1.4
